# From PubChem BioAssay
# TAAR1 agonist = agonists of human TAAR1. Q96RJ0. CHO RD-HGA16 TAAR1, Fluo-8 calcium fluorescence; vehicle wells 0%, saturating PEA agonist 100%. activation, % at 3 µM. hit rate 0.99% among 360,000. AID 624467;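 active means activation above the mean activation of all test compounds in the run plus 3 SD, cut at about 38% in these data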
# Target sequence (Q96RJ0 whole entry, looked up): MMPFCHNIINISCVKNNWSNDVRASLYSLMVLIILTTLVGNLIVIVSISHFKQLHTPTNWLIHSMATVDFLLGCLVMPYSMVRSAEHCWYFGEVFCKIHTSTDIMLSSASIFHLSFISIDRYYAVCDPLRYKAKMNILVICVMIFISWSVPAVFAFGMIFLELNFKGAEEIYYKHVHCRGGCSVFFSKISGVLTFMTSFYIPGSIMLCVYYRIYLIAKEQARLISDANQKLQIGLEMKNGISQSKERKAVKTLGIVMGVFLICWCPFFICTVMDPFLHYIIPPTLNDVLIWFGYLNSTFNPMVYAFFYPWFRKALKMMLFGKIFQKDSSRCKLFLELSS
#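 System: CHO-derived RD-HGA16 cells with stable Gα16 and human TAAR1. Times: 17-24 h plating, Fluo-8 75 min 37 °C, 30 min RT. Measured by: calcium-sensitive Fluo-8 signal, excitation 470-495, emission 515-575 nm. Read-out basis: % activation relative to PEA EC100 response. Control set: DMSO and PEA EC100. Repeats: no replicates (n 1).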
# CHO-K1 Ca ag = nonselective activator or artifact in parental CHO-K1 cells; activation, % at 3 µM; AID 602248; Fluo-8 calcium fluorescence; scaled to maximal ATP response, vehicle zero; hit rate 0.48% among 360,000; in the data active means activation above about 15%;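 further: untransfected CHO-K1 host cells lacking M1 receptor as counterscreen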
# M1 PAM = human CHRM1 positive allosteric modulation; hit rate 0.088% among 360,000; P11229; CHO-K1 hM1, Fluo-8 calcium fluorescence, ACh EC20; 0% = ACh EC20, 100% = maximal ACh; AID 588819; activation, % at 3 µM; in the data active means activation above about 19%, passing the limit was not always enough
# Target sequence (P11229 whole entry, looked up): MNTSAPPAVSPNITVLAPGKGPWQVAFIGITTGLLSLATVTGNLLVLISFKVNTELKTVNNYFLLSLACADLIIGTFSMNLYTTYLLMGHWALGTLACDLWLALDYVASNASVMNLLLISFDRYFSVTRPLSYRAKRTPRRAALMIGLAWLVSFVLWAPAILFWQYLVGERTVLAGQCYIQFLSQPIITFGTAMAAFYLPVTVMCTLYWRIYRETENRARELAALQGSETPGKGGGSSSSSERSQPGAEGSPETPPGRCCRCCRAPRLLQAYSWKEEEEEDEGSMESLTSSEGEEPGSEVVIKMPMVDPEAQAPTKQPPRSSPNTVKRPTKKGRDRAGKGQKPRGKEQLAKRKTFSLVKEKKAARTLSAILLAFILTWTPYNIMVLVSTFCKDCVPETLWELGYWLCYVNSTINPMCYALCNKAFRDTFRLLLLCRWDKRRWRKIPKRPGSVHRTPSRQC
# CHO-K1 Ca PAM = M1 PAM counterscreen hit in parental CHO-K1 cells | ATP EC20, Fluo-8 calcium fluorescence; 0% at ATP EC20, 100% at ATP max | hit rate 0.02% among 360,000 | activation, % at 3 µM;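 active means activation above the run cutoff, the mean activation of all test compounds plus 3 SD, cut at about 40% in these data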;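 further: peak over basal fluorescence ratio in a 140 s read after ATP addition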
# TAAR1 antagonist = antagonists of human TAAR1; hit rate 1.5% among 360,000; inhibition, % at 3 µM; CHO RD-HGA16 TAAR1, Fluo-8 calcium fluorescence, antagonist; Q96RJ0;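 active means inhibition above a per-plate cutoff, the mean inhibition of test compounds on that plate plus 3 SD, cut at about 49% in these data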;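 further: 0% = DMSO plus EC80 beta-PEA response and 100% = DMSO alone without agonist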
#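 Test system – hTAAR1-expressing CHO RD-HGA16 cells, Gα16-coupled · Reagent – β-PEA at EC80 concentration, post-compound challenge · Compound dosing – 3 µM, single point · Timing – 140 s kinetic read after compound, 140 s after agonist · Detection – Fluo-8 intracellular calcium dye fluorescence, real-time kinetic reads · Control set – DMSO and EC80 PEA controls · Repeats – n of 1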
# CHO parental Ca = counter-screen: ATP calcium response change in parental CHO cells; parental CHO-K1, ATP-induced calcium, Fluo-8 fluorescence; inhibition, % at 5.6 µM; hit rate 0.63% among 330,000; AID 463079;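 active means inhibition above that plate's mean sample inhibition plus 3 SD, cut at about 26% in these data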;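 further: 0% = ATP-challenged DMSO wells and 100% = DMSO wells without ATP; some compounds past the cut are filed as inactive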
#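 Test system: untransfected parental CHO cell line; also added: ATP stimulus; dosing: 5.6 µM, single dose; signal: calcium-sensitive Fluo-8 fluorescence; measure: percent inhibition of ATP-evoked calcium rise, normalized to controls; benchmarks: low control ATP plus DMSO, high control DMSO only; replication: one well per compound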
# CHO-K1 Ca antag = nonselective inhibitor or artifact in parental CHO-K1 cells; ATP-induced calcium, Fluo-8 fluorescence; inhibition, % at 3 µM; hit rate 0.6% among 360,000; AID 602250;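 active means inhibition above a per-plate cutoff, the plate's mean sample inhibition plus 3 SD, cut at about 24% in these data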;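 further: 0% = DMSO plus EC80 ATP and 100% = DMSO alone without ATP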
# M1 antag = antagonists of human M1 muscarinic receptor | P11229 | CHO-K1 hM1, Fluo-8 calcium fluorescence, ACh EC80 antagonist | inhibition, % at 3 µM | AID 588852 | hit rate 1.3% among 360,000;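 active means percent inhibition above its own plate's cutoff, namely the mean of that plate's compound wells plus 3 SD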;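 further: peak over basal fluorescence ratio during 140 s after agonist addition; 0% = ACh EC80 plus DMSO and 100% = DMSO alone without agonist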
# CHRM1 agonist = agonists of human M1 muscarinic receptor; P11229; CHO-K1 hM1, Fluo-8 calcium fluorescence, agonist mode; 0% DMSO, 100% acetylcholine EC100; activation, % at 3 µM; hit rate 0.33% among 360,000;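 active means activation above the run's mean compound activation plus 3 SD, cut at about 16% in these data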;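 further: peak over basal fluorescence ratio within a 140 s kinetic read after compound addition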
# Numbers without * were called inactive; . = not tested or not shown.
compound	TAAR1 agonist	CHO-K1 Ca ag	M1 PAM	CHO-K1 Ca PAM	TAAR1 antagonist	CHO parental Ca	CHO-K1 Ca antag	M1 antag	CHRM1 agonist
COc1ccc([N+](=O)[O-])c2c(=O)ccoc12	0.3	0.1	1.7	7.5	1.2	-7.8	0.2	-11.0	2.9
Cc1cc(SCc2ccc(Cl)cc2Cl)nc(=O)[nH]1	-0.6	2.0	9.3	8.7	-30.2	-5.7	-6.8	-5.5	0.7
Cc1ccc(N2C(=O)c3ccccc3C2C(=O)c2ccc(O)cc2O)cc1 (stereo not given)	2.8	1.7	3.6	-13.2	-11.2	-1.9	16.2	-5.6	-1.1
CCCN1C2CCCC1CC(NC(=S)Nc1ccc(OC)cc1)C2 (stereo not given)	1.2	0.6	2.6	24.5	10.1	2.1	-17.5	-4.3	-5.8
Cc1ncc([N+](=O)[O-])n1S(=O)(=O)c1cc(Br)ccc1Br	5.8	0.2	13.4	-2.0	-10.9	2.3	4.4	-7.3	2.0
CS(=O)(=O)Nc1ccc2c(c1)[C@H]1C[C@H](CC(=O)NCc3cccc(F)c3)O[C@@H](CO)[C@H]1O2	0.2	0.1	7.3	-5.4	-0.4	.	7.9	-13.8	-4.3
O=C(CN1C(=O)C(=O)c2ccccc21)NC1CCCCC1	10.3	0.5	4.0	12.8	4.5	-10.2	-5.4	-10.3	-4.4
CCOC(=O)CC1C(=O)NCCN1C(=O)c1sc2ccccc2c1Cl (stereo not given)	2.0	0.7	-3.5	15.5	-2.2	-2.2	0.9	2.7	-4.5
CC(C)(CNC(=O)c1ccc(NS(=O)(=O)c2ccc(F)cc2)cc1)N1CCOCC1	3.2	0.1	10.8	2.5	-17.9	.	1.1	-9.9	-4.5
COCCNC(=O)C1(C)CCCN(C(=O)c2ccc(C#N)cc2)C1 (stereo not given)	-0.1	0.0	9.2	18.0	3.9	.	0.6	-11.4	-1.7
Cc1nn(C)c(C)c1CN(C)C(=O)CCCC(=O)O	10.0	0.3	7.9	13.8	9.6	0.0	-2.5	-12.3	1.9
COc1c(Br)cc(Br)cc1/C=N/NC(=O)c1ccncc1	1.7	15.3*	4.2	2.7	16.1	-23.8	0.7	-3.2	-4.6
COc1ccc(N2C(=O)C(CN3CCCCC3)C2c2ccccc2)cc1 (stereo not given)	9.4	0.2	3.6	-12.7	2.8	-4.3	4.9	2.1	-6.7
Oc1ccc(-c2sc(Nc3ccccc3)n[n+]2-c2ccc(F)cc2)cc1	12.7	-0.4	-2.5	1.7	-4.9	8.8	-0.9	4.2	-4.5
Cc1ccc(SC(C)c2nc(-c3cccnc3)no2)cc1 (stereo not given)	5.9	-0.1	3.6	4.0	-3.9	-18.4	-4.3	0.5	-3.9
COc1ccccc1/C=N/NC(=O)c1cc2c(OC)c(OC)ccc2[nH]1	16.1	4.8	-9.2	0.6	32.5	.	5.7	10.0	-2.3
Cc1c(CN2CCC(n3nccc3NC(=O)C3CC3)CC2)[nH]c2ccccc12	13.8	0.5	16.5	-10.3	-3.0	-23.2	0.5	-20.0	-0.9
COC(=O)c1cc(Cl)c(NC(=O)/C=C/c2ccc(Cl)cc2Cl)cc1OC	7.3	-0.1	7.6	12.8	-3.7	-18.3	-28.8	-13.8	0.5
O=C(C1CCN(S(=O)(=O)c2ccccc2F)CC1)N1CCc2ccccc21	5.3	3.9	0.1	-0.3	16.6	-1.8	-10.3	1.0	0.6
FC(F)(F)c1ccccc1/C=N/Nc1ccccn1	-1.8	-0.5	2.5	-17.2	22.5	-23.9	3.5	-3.3	-2.2
COc1cc2c(cc1OC)CN(C(=S)Nc1ccc(OC(F)F)cc1)CC2	1.3	10.3	-2.9	3.4	22.6	45.1*	7.5	13.4	-0.1
CC(=O)C[C@H](O)CC(=O)[C@@H]1OC(=O)CCCCCCCCc2ccccc21	0.7	0.2	0.7	19.7	6.1	-15.2	-10.1	-0.9	-4.0
O=C(COc1cccc2cccnc12)NCc1cccs1	0.3	2.4	7.2	10.0	-1.7	-11.3	-10.3	-2.8	-3.7
COc1ccccc1C(=O)NC(=O)COC(=O)C1CC1C (stereo not given)	2.3	0.0	4.2	-9.2	3.1	-10.4	1.5	-8.2	-2.6
COc1cccc(CNC(=O)CN2C(=O)CSc3ccc(S(=O)(=O)N4CCCC4)cc32)c1	8.6	1.6	2.8	12.4	12.3	-31.4	-17.4	-0.7	-5.6
CCOC(=O)Cc1nnc(Nc2ccc(C)cc2C)c2ccccc12	0.1	-0.7	-2.9	-6.7	1.3	-14.1	-0.5	5.7	-10.2
Cn1c(SCC(=O)NCc2ccc3c(c2)OCO3)nnc1-c1c[nH]c2ccccc12	.	0.4	14.7	11.8	.	-18.0	-5.9	1.1	6.3
CCn1cc(/C=C(\NC(=O)c2ccc(OC)cc2)C(=O)N2CCN(C)CC2)c2ccccc21	8.3	0.7	2.0	4.1	-29.2	.	-6.1	-3.5	-1.9
CCOc1ccc(N(C(=O)c2cc3ccccc3oc2=O)C2C=CS(=O)(=O)C2)cc1 (stereo not given)	0.1	0.2	0.4	-3.2	11.9	-17.4	-2.1	7.0	-4.0
CC(NC(=O)CN(C)S(=O)(=O)c1cccc2nsnc12)c1ccccc1 (stereo not given)	1.8	1.7	3.4	3.6	-17.5	-14.8	-13.2	-7.8	-3.2
O=C(Nc1ccc2c(c1)OCCO2)C(=O)c1c[nH]c2ccccc12	9.4	7.0	-7.6	7.2	53.8*	3.9	-5.8	13.6	0.0
CC1(C)CC(=O)CC(=Nc2ccc3[nH]c(=O)[nH]c3c2)C1	4.8	1.4	-0.3	12.5	0.4	-3.9	-3.1	1.7	-4.8
[O-]/C(=C(\C(=S)NCc1ccccc1)[n+]1ccccc1)c1ccc(Cl)cc1	2.7	-0.3	-0.6	-5.7	-24.6	-5.7	6.8	-1.9	-13.0
CCOC(=O)N1CCN(S(=O)(=O)N2CCCC(C(=O)NCCCN3CCCCC3CC)C2)CC1 (stereo not given)	1.3	-0.1	4.3	-3.1	-14.1	-17.8	-14.1	-8.5	-5.3
COc1ccccc1N1CCN(C2CCCN(C(=O)CCC(=O)N(C)C)C2)CC1 (stereo not given)	2.7	0.2	3.3	-5.0	-14.1	-9.3	-4.9	-4.8	-6.0
CCCNC(=O)CN(C)S(=O)(=O)c1c(C)cc(C)cc1C	5.5	0.2	-2.7	9.8	-3.5	-10.9	-9.9	-23.1	-2.3
C1=C(N2CCOCC2)/C(=C/c2nc3ccccc3[nH]2)CC1	.	-0.4	20.0	3.0	.	-14.6	11.9	-29.5	5.0
Cn1c(=O)cc(OCC(=O)NCCCN2CCN(c3ccccc3F)CC2)c2ccccc21	1.1	0.3	5.3	10.3	1.7	-20.4	-1.7	-4.5	-6.7
CCN1C(=O)[C@H]2[C@H]3CN=C(SCc4ccc(Cl)cc4)N3[C@@](C)(C(=O)OC)[C@H]2C1=O	5.7	0.3	4.1	10.1	-4.7	-13.2	-0.6	-10.7	-3.8
Cc1ccc(C)c(S(=O)(=O)/N=C(/Nc2ccccc2)c2ccccc2)c1	-0.9	-0.6	-1.9	-16.2	-6.4	-19.5	-3.2	-6.9	-2.4
Cc1ccc(Cn2c(=O)c3ccccc3n3c(CCC(=O)O)nnc23)cc1	-0.2	0.2	4.5	10.0	-8.5	-3.2	-0.7	-9.1	-2.8
Cc1nn(Cc2ccccc2Cl)c(C)c1C(=O)NC1=NCCS1	5.3	1.3	7.8	15.9	-7.8	-11.2	-8.4	-7.8	-3.2
COc1cc(NC(=O)c2cccnc2)ccc1NC(=O)c1ccccc1Cl	20.5	3.4	6.9	13.1	-1.4	-13.8	-10.8	-10.2	-0.7
CCOC(=O)c1sc(NC(=O)CCN2C(=O)c3ccccc3C2=O)c(C(=O)OCC)c1C	4.0	6.5	4.6	13.6	-3.3	-6.3	-0.6	0.7	-5.3
COc1ccc(COc2ccc3ccc(=O)oc3c2)cc1	0.5	0.1	9.3	21.7	-19.4	-6.1	11.4	-1.8	-3.3
CSc1cccc(NC(=S)N2CCC(N(C)C3CCCCCC3)CC2)c1	1.5	3.0	-12.3	4.8	10.7	-2.3	-4.2	16.2	-4.3
CC(C)(O)C#Cc1ccc(CN2CCCC(CO)(Cc3cccc(Cl)c3)C2)cc1 (stereo not given)	7.0	1.5	-29.8	1.9	0.7	-18.1	1.6	28.3	-12.0
O=C(O)c1cc(S(=O)(=O)NCC2CCCO2)ccc1Cl (stereo not given)	5.7	-0.4	2.6	-21.7	11.8	-7.6	4.4	4.5	0.2
CN(C)c1ccc(C(=O)c2ccc(O)cc2O)cc1	1.4	1.7	-4.8	23.5	-6.7	7.5	-10.6	-9.0	-3.9
Cc1ccc(NC(=O)CSCc2cc(=O)n3ccsc3n2)c(C)c1	5.6	-0.4	11.2	-8.9	-1.8	-8.8	2.9	-0.7	-7.6
CS(=O)(=O)NNC(=O)c1sccc1OCc1ncc(C(F)(F)F)cc1Cl	2.5	1.1	4.2	1.3	8.2	-4.1	-5.8	-8.5	-4.1
CC1CCN(C(=O)CNC(=O)c2ccc(Br)o2)CC1	3.0	0.4	3.9	15.9	14.0	-3.8	-14.0	-5.1	-2.4
Cc1ccccc1/C=N/NC(=O)CSc1nc2ccccc2o1	3.2	-0.3	9.1	-0.2	-6.7	-5.5	-0.8	-6.0	-6.8
Cc1ccc(-c2[nH]ncc2/C=N/n2c(COc3ccccc3C)nc3ccccc3c2=O)cc1	13.3	3.8	-8.6	16.4	43.2	-19.1	1.3	18.8	1.3
COc1cccc(-c2cc3nc(-c4ccccc4)cc(N4CCCC(O)C4)n3n2)c1 (stereo not given)	2.8	3.3	3.5	22.1	36.2	-12.8	3.9	9.7	-6.3
O=C(C1CC1)N1CCc2cc(Br)cc(S(=O)(=O)NCc3ccccn3)c21	5.2	0.2	4.8	-4.4	-14.8	-8.6	17.9	0.2	-4.2
COc1cc(C(=O)OCC(C)=O)ccc1OCc1c(C)noc1C	-0.1	0.2	6.5	-6.1	-20.4	.	-10.8	-13.0	-4.7
O=C(CC(CC(=O)c1ccccc1)c1ccncc1)c1ccccc1	-0.7	1.0	2.5	-21.2	16.5	.	8.9	-6.1	-2.2
